# Screens (PubChem BioAssay)
# HIF act = HIF pathway transcriptional activation. activation, % at 7.5 µM (by protocol). 300,000 tested, 0.32% active. U2OS HRE-luciferase reporter, luminescence; normalized: DMSO 0%, desferrioxamine 100%;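 active = mean activation of at least 10% of the iron chelator positive control signal, with at least half of replicates also reaching 10%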
# TRPC4 inh = inhibitors of mouse TRPC4 channel; HEK293 TRPC4beta/mu-opioid, DAMGO-evoked Fluo4 calcium flux; active compounds read low; B-score at 10 µM; 300,000 tested, 0.39% active; AID 2247;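 active = B-score over 3 SD under the library average, no early fluorescence shift, positive overall ratio signal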
# Target sequence (Q9QUQ5 whole entry, looked up): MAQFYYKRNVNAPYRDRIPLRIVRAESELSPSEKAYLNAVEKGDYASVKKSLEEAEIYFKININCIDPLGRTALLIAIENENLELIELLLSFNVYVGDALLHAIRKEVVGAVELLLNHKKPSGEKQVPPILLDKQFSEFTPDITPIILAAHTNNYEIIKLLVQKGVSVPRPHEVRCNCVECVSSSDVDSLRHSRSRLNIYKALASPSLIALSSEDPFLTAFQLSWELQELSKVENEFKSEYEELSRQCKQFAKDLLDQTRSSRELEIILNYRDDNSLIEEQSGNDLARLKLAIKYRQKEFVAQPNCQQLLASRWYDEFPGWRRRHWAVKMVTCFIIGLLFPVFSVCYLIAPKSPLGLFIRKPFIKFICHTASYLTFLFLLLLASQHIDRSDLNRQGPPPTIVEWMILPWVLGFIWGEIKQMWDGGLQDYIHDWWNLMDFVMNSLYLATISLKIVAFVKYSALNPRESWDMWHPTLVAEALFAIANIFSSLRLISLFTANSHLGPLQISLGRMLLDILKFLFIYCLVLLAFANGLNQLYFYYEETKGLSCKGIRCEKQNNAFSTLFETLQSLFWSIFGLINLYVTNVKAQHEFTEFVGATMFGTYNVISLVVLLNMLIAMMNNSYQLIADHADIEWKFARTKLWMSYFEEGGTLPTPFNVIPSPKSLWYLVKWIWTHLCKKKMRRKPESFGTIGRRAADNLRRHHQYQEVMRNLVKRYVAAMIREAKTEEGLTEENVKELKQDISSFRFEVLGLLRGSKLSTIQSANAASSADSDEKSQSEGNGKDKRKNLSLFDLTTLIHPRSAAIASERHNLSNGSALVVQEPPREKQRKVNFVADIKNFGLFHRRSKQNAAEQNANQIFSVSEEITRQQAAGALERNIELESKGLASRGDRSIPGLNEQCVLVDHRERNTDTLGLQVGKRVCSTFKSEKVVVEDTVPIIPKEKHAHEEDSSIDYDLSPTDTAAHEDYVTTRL
#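 Assay system: Stable TRPC4beta/mu-opioid receptor HEK293 cells | Reagent: DAMGO in two steps, submaximal then maximal | Compound dosing: Single concentration per test compound | Signal: Fluo4 Ca2+ flux fluorescence | Evaluation: Per-well B score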
# TRPC6 activator = mouse TRPC6 channel activation; Q61143; HEK293-TRPC6 membrane potential dye fluorescence; active compounds read high; B-score at 10 µM; 310,000 tested, 0.13% active; AID 2550;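 active = B-score of the integrated fluorescence ratio above library mean plus 3 SD, and starting fluorescence ratio within library mean plus 5 SD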;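 also: higher score means more depolarization so channel activation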
# MrgX1 agonist = agonists of human MrgX1 receptor. Q96LB2. MrgX1-HEK293 cells, Fluo-4 calcium fluorescence, agonist mode; active compounds read high. B-score at 10 µM. 310,000 tested, 0.44% active. AID 588627;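 active = calcium response B-score plate-corrected fluorescence ratio at least 3 library SD, with starting fluorescence B-score inside 5 SD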
#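 Test system: HEK293 cells stably expressing human MrgX1 receptor; Input: fifteen thousand cells per well; Dosing: compound delivered in addition one of three; Schedule: overnight seeding, then 1 h dark dye loading; Technique: Fluo-4 NW calcium fluorescence; Measure: B-scored fluorescence response ratio; Controls: positive and negative controls per plate.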
# TRPC4 potent = allosteric potentiators of mouse TRPC4 channel; Q9QUQ5; HEK293 TRPC4beta/mu-opioid, DAMGO EC20, Fluo-4 Ca2+ flux; active compounds read high; B-score at 10 µM; 310,000 tested, 0.42% active; AID 2227;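 active = B-score of calcium response area above 5 SD of library B-scores, with initial fluorescence ratio within 5 SD of library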;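 also: B-score of integrated fluorescence ratio over time as area under calcium response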
# TRPC6 inhibitor = inhibitors of mouse TRPC6 channel. Q61143. HEK293-TRPC6, membrane potential dye, ACh-evoked depolarization; active compounds read low. B-score at 10 µM. 310,000 tested, 1.1% active. AID 2553;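 active = B-score under library mean minus 3 SD, initial fluorescence not abnormally high, positive integrated signal ratio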;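 also: B-score derived from integrated fluorescence ratio over the kinetic read; more negative B-score means stronger inhibition of depolarization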
# MrgX1 antagonist = antagonists of human MrgX1 receptor | 310,000 tested, 1.3% active | MRGX1-HEK293 calcium flux, Fluo-4, BAM8-22 antagonism; active compounds read low | B-score at 10 µM;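 active = calcium-response B-score plate-corrected more than 3 library SD below zero, starting fluorescence within 5 deviations, no agonist response on first addition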;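 also: peak minus trough fluorescence over baseline after final BAM8-22 challenge near maximal dose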
# AI-2 QS mod = Vibrio harveyi AI-2 quorum sensing modulation; activity change, % at 7.5 µM; 300,000 tested, 0.4% active; Vibrio harveyi JMH597 AI-2 luminescence/OD600 ratio, 9 h; active compounds read low; strain lacks LuxN and CqsS sensors; 0 = neutral-control median; in the data active = activity change below about -75%, passing the limit was not always enough;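 also: luminescence divided by OD600 gain over 9 h not by final OD600 alone; inactives centre near 13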
# TRPC4 act = opens the mouse TRPC4 cation channel. HEK293 TRPC4beta/mu-opioid, Fluo4 calcium fluorescence; active compounds read high. B-score at 10 µM. 310,000 tested, 0.49% active. AID 2237;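 active = B-score above 5 SD of library B-scores, and initial fluorescence ratio not above library mean plus 5 SD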;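 also: positive B-score marks a calcium rise read as TRPC4 activation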
#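 Material: TRPC4beta and mu-opioid receptor HEK293 stable cells | Incubation: 45 min room-temperature Fluo4 loading, 110 s read | Detection: Kinetic Fluo4 calcium fluorescence | Measure: Integrated baseline-normalised fluorescence ratio, converted to per-well B score | Benchmarks: Low control buffer alone, high control maximal DAMGO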
# PolyA inh = yeast polyadenylation inhibition. S. cerevisiae SKY197-pL101 polyadenylation reporter, beta-gal luminescence; efflux-impaired pdr1/pdr3 knockout yeast; score 100 = 6 SD above DMSO. calls only at 12 µM. 300,000 tested, 0.02% active. AID 1875;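 active = lowest replicate activity score at least 50, where 100 means six control SD above control mean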;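 also: yeast exposed to compound for 9 h at 30 °C; higher score means more reporter readthrough which indicates perturbed polyadenylation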
# MrgX1 PAM = human MrgX1 positive allosteric modulation, primary screen; 310,000 tested, 0.63% active; B-score at 10 µM; MrgX1-HEK293, Fluo-4 calcium flux, FDSS; active compounds read high;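 active = plate-corrected calcium response at least 3 library SD above typical, normal starting fluorescence, not activating the receptor alone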;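 also: compound read alongside a low EC10 to EC30 dose of BAM8-22 agonist; peak minus trough fluorescence over baseline measured at the second addition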
# Numbers without * were called inactive; i = inactive; . = not tested or not shown.
SMILES,HIF act,TRPC4 inh,TRPC6 activator,MrgX1 agonist,TRPC4 potent,TRPC6 inhibitor,MrgX1 antagonist,AI-2 QS mod,TRPC4 act,PolyA inh,MrgX1 PAM
Cc1ccc(NC(=O)Cn2cccc2)c(Br)c1,0.9,i,i,i,i,i,i,23,i,i,i
CCOC(=O)c1c(C=O)c(C)n(Cc2ccc(Cl)cc2)c1C,0.3,i,i,i,i,i,i,25,i,i,i
CCC[N+]1(CC#CC(O)(c2ccccc2)C2CCCCC2)CCCCC1 (configuration not stated),-2.9,i,i,i,i,i,i,17,i,i,i
O=[N+]([O-])c1cc(/C=N\Nc2nc(-c3ccccc3)cs2)ccc1O,0.5,i,i,i,i,i,i,28,i,i,i
COCCN1C(=O)c2[nH]nc(-c3ccccc3O)c2C1c1ccc(OC)cc1 (configuration not stated),-0.8,i,i,i,i,i,i,10,i,i,i
COc1cc(/C=N/NC(=O)c2cc(-c3ccccc3C)nc3ccccc23)cc(OC)c1O,-0.2,i,i,i,i,i,i,6,i,i,i
COc1ccc(OCCC(=O)Nc2ccccc2)cc1,1.7,i,i,i,i,i,i,-13,i,i,i
COC(=O)c1cn(Cc2cccc(C)c2)nn1,0.3,i,i,i,i,i,i,19,i,i,i
Cc1ccc(NC(=O)C2CCCNC2=O)nc1 (configuration not stated),0.5,i,i,i,i,i,i,27,i,i,i
O=c1onc(-c2ccccc2Cl)n1-c1ccccc1Cl,-0.7,i,i,i,i,i,i,-5,i,i,i
C=CCNCCOc1c(C)cc(C)cc1Cl,2.4,i,i,i,i,i,i,29,i,i,i
Cc1ccc2nc(-c3ccc(NC(=O)CCN4C(=O)c5ccccc5C4=O)cc3)sc2c1,-0.6,i,i,i,i,i,i,-1,i,i,i
Cc1c(=O)n(OCc2ccccc2F)c2ccccc2[n+]1[O-],-1.0,i,i,i,i,i,i,22,i,i,i
CSc1sc(C#N)c2c1/C(=N\O)CCC2,-0.3,i,i,i,i,i,i,14,i,i,i
Cc1cc(Cl)ccc1NC(=O)CN1C(=O)NC2(CCCc3ccccc32)C1=O (configuration not stated),-0.7,i,i,i,i,i,i,0,i,i,i
CCCCSc1nnc(-c2ccccc2)c2ccccc12,-0.2,i,i,i,i,i,i,12,i,i,i
Cc1cc(C)n(S(=O)(=O)c2cc(C)c(C)cc2C)n1,-0.6,i,i,i,i,i,i,13,i,i,i
CN1CCSc2ccc(C(=O)Nc3cc(F)ccc3F)cc21,1.6,i,i,i,i,i,i,10,i,i,i
CCNC(=O)CSc1nc2ccccc2c(=O)n1CCCOC(C)C,-0.1,i,i,i,i,i,i,25,i,i,i
CCOc1ccccc1CNCCO,0.2,i,i,i,i,i,i,18,i,i,i
O=C(Nc1ccccc1N1CCOCC1)c1cccnc1Cl,-1.0,i,i,i,i,i,i,0,i,i,i
CCOC(=O)Nc1cccc(C(=O)O)c1,0.2,.,i,i,i,i,i,13,i,i,i
CN(C(=O)CSc1ncccc1C(=O)O)c1ccccc1,-0.5,i,i,i,i,i,i,14,i,i,i
C=CCc1ccc(OCCCCN2CC(C)OC(C)C2)c(OC)c1 (configuration not stated),0.2,i,i,i,i,i,i,16,i,i,i
O=C1CN(Cc2nc3cc(Cl)ccc3c(=O)[nH]2)CCN1,0.1,i,i,i,i,i,i,16,i,i,i
CCC1CN(C(=O)NCc2ccc(C)cc2)c2cc(C)ccc2O1 (configuration not stated),-33,i,i,i,i,i,i,25,i,i,i
CSc1nc2ccc3nc(NC(=O)C4COc5ccccc5O4)sc3c2s1 (configuration not stated),0.3,i,i,i,i,i,i,5,i,i,i
O=C(c1ccc(Cl)cc1)c1c[nH]c(C(=O)C(Cl)(Cl)Cl)c1,-0.1,i,i,i,i,i,i,12,i,i,i
Cc1ccc(F)cc1NC(=O)CSc1nc(Nc2ccccc2)nc(N2CCOCC2)n1,0.0,i,i,i,i,i,i,6,i,i,i
C/C(CC(=O)Nc1ccc(N(C)C)cc1)=N\NC(=O)c1ccc(Cl)cc1,-14,i,i,i,i,i,i,8,i,i,i
O=C1OC(NC(=O)c2ccccc2)C(N2CCOCC2)=C1Cl (configuration not stated),0.0,i,i,i,i,i,i,28,i,i,i
COc1ccc(CCNC(=O)CCc2ccc(S(=O)(=O)NC(C)C)cc2)cc1,-0.5,i,i,i,i,i,-5.7*,7,i,i,i
Cc1ccc(-c2csc3ncnc(Oc4ccc5c(C)cc(=O)oc5c4)c23)cc1,1.1,i,i,i,i,i,i,8,i,i,i
O=C(O)C1CC(=O)N(CCc2c[nH]c3ccccc23)C1 (configuration not stated),-0.2,i,i,i,i,i,i,25,i,i,i
C/C(Cl)=C\Cn1c(NCCc2ccccc2)nc2c1c(=O)n(C)c(=O)n2C,.,i,i,i,i,i,i,3,i,i,i
O=C(OCC(=O)N1CCCC1)c1cncc(Br)c1,-0.2,i,i,i,i,i,i,17,i,i,i
CCOc1ccccc1/C=N/NC(=O)c1cc(C(C)C)[nH]n1,0.0,i,i,i,i,i,i,35,i,i,i
CCn1ccnc1CNC(=O)c1ccc2oc(C(C)C)nc2c1,-0.1,i,i,i,i,i,i,10,i,i,i
N[C@@H](Cc1ccccc1)c1nnc2sc(SCc3ccccc3)nn12,1.4,i,i,i,i,i,i,-12,i,i,i
COc1ccc(C(=O)N2CCCC(Nc3ccc(C(C)C)cc3)C2)c(OC)n1 (configuration not stated),-0.2,i,i,i,i,i,i,50,i,i,i
CCOCCCNC(C(=O)Nc1ccc(OC)c(Cl)c1)c1ccccc1 (configuration not stated),-0.1,i,i,i,i,i,i,10,i,i,i
Cc1cc(NC(=O)Cn2cnc3sc(C)c(-c4ccccc4)c3c2=O)no1,1.3,i,i,.,i,i,.,0,i,i,.
O=C(C1CC(c2ccccc2O)=NO1)N1CCCC1 (configuration not stated),1.0,i,i,i,i,i,i,15,i,i,i
COC(=O)c1sccc1NC(=S)OC,0.8,i,i,i,i,i,i,39,i,i,i
Cc1ccsc1C(=O)OCC(=O)Nc1nnc(-c2ccccc2)o1,0.3,i,i,i,i,i,i,.,i,i,i
O=C(Nc1cccc(-c2nnc(-c3ccccc3)o2)c1)C1CC1,1.0,i,i,i,i,i,i,4,i,i,i
COc1ccccc1N1CCN(C(=O)CN(c2ccccc2OC)S(=O)(=O)c2ccccc2)CC1,0.0,i,i,i,i,i,i,9,i,.,i
CCC(=O)c1ccc(NC(C)=O)cc1O,.,i,i,i,i,i,i,32,i,i,i

# Structural class: the entries above with two or more sulfur atoms
SMILES,HIF act,TRPC4 inh,TRPC6 activator,MrgX1 agonist,TRPC4 potent,TRPC6 inhibitor,MrgX1 antagonist,AI-2 QS mod,TRPC4 act,PolyA inh,MrgX1 PAM
CSc1sc(C#N)c2c1/C(=N\O)CCC2,-0.3,i,i,i,i,i,i,14,i,i,i
CSc1nc2ccc3nc(NC(=O)C4COc5ccccc5O4)sc3c2s1 (configuration not stated),0.3,i,i,i,i,i,i,5,i,i,i
N[C@@H](Cc1ccccc1)c1nnc2sc(SCc3ccccc3)nn12,1.4,i,i,i,i,i,i,-12,i,i,i
COC(=O)c1sccc1NC(=S)OC,0.8,i,i,i,i,i,i,39,i,i,i

# Next part.
SMILES,HIF act,TRPC4 inh,TRPC6 activator,MrgX1 agonist,TRPC4 potent,TRPC6 inhibitor,MrgX1 antagonist,AI-2 QS mod,TRPC4 act,PolyA inh,MrgX1 PAM
C#CCNC(=O)/C=C/c1ccc(OC)cc1,1.1,i,i,i,i,i,i,15,i,i,i
COc1cc2c(cc1OC)CN(S(C)(=O)=O)CC2,-0.3,i,i,i,i,i,i,2,i,i,i
CCCc1cc(=O)[nH]c(SCC(=O)Nc2ncc(S(=O)(=O)c3ccc([N+](=O)[O-])cc3)s2)n1,-0.2,i,i,i,i,i,i,34,i,i,i
CC12CCC(=O)N1C(C(=O)OCC(=O)Nc1sccc1C#N)CS2 (configuration not stated),0.4,i,i,i,i,i,i,12,i,i,i
Cc1cccc(-c2noc(-c3ccc(F)cc3)n2)c1,0.2,i,i,i,i,i,i,2,i,i,i
Cn1c(SCC(=O)N2CCCC2=O)nc2ccccc21,-0.3,i,i,i,i,i,i,12,i,i,i
CCOC(=O)CC(=O)CSc1ccc2nnc(-c3ccc(C)cc3)n2n1,0.3,i,i,i,i,i,i,26,i,i,i
CCOC(=O)N1CCC(NC(=O)CC2C(=O)NCCN2Cc2ccc(C)cc2)CC1 (configuration not stated),0.7,i,i,i,i,i,i,36,i,i,i
CCCc1nc2oc3c(OC)ncnc3c2c2c1COC(C)(C)C2,.,i,i,i,i,i,i,17,i,i,i
COc1ccc(Cl)c2sc(N(Cc3cccnc3)C(C)=O)nc12,0.3,i,i,i,i,i,i,10,i,i,i
COc1cc(OC)cc(C(=O)Nc2ccc(S(=O)(=O)Nc3nc(C)cc(C)n3)cc2)c1,0.4,i,i,i,i,i,i,12,i,.,i
CC1CCCCN1C(=O)CCS(=O)(=O)c1cccc2nonc12 (configuration not stated),0.1,i,i,i,i,i,i,3,i,i,i
COc1ccc(-c2cc(-c3ccc(OC)cc3)c(C#N)c(SC)n2)cc1,-0.2,i,i,i,i,i,i,0,i,i,i
CN1CCN(C(=O)/C(=C/c2cn(S(=O)(=O)N(C)C)c3ccccc23)NC(=O)c2ccccc2F)CC1,0.1,i,i,i,i,i,i,20,i,i,i
CCCCN1C(=O)C(O)(CC(=O)c2ccccn2)c2ccccc21 (configuration not stated),0.1,i,i,i,i,i,i,11,i,i,i
C/C(=N\NC(=O)c1ccc(F)cc1)c1cccc(NC(=O)c2ccco2)c1,0.6,i,i,i,i,i,i,13,i,i,i
Cc1cc(-c2nnc(SCC(=O)Nc3ccccc3Cl)n2C)no1,0.2,i,i,i,i,i,i,26,i,i,i
CC1=C(C(=O)OC(C)C)C(c2ccc(C)o2)C(C(=O)OC(C)C)=C(C)N1,-0.2,i,i,i,i,i,i,11,i,i,i
CCOC(=O)c1sc2nc(CC(=O)OC)nc(N3CCN(c4ccccn4)CC3)c2c1C,-0.2,i,i,i,i,i,i,9,i,i,i
OCCN(Cc1ccccc1)CC1CCCCC1,0.0,.,i,i,i,i,i,20,i,i,i

# A portion of the library; rates above refer to the full screens.
